HT1080-NT tox: qHTS for induction of synthetic lethality in tumor cells producing 2HG: qHTS for the HT-1080-NT fibrosarcoma cell line. HT-1080-NT fibrosarcoma viability, CellTiter-Glo ATP luminescence, 48 h. Potency, µM (titrated, usually from 46.1 µM), for inactives: at the highest dose activity, negative = less viability, usual class: cytotoxic. 360,000 compounds, 1.6% hits. AID 686970, 2013;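 also: NT is the 2HG producing partner of a matched IDH1 knockdown line; 0% = DMSO-treated cells and -100% = media-only wells without cells; nearly all actives have a fitted effect of over 55% in size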
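Viability by CellTiter-Glo luminescence after 48 h compound exposure at 37C of HT-1080-NT cells (750/well, RPMI, 5% FBS). % activity scaled between DMSO wells and medium-only wells, then curve-fitted and categorized by curve class.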
GLP1R ag: qHTS of GLP-1 Receptor Agonists; HEK293 GLP-1R CRE-luciferase, luminescence, 4-6 h; cells express a hypersensitive GLP-1R form; Potency, µM (titrated, usually from 45.6 µM), for the others: top-dose activation, hits mostly activators; AID 624172, 2012; 380,000 compounds, 0.007% hits; also: % of control where 0% means no effect
Target sequence (P43220 whole entry, looked up): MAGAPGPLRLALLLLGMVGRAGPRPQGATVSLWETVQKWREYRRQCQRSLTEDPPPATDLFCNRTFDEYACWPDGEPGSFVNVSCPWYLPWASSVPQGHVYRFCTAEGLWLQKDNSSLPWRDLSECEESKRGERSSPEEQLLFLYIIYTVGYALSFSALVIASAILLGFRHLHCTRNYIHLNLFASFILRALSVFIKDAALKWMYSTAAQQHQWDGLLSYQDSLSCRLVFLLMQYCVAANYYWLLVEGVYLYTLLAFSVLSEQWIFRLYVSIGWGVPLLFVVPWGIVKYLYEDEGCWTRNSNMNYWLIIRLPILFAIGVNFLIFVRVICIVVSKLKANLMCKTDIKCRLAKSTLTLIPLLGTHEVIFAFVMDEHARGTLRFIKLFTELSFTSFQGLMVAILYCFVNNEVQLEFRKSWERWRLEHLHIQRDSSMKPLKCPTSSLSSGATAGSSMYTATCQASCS
SW480 rerep: A quantitative high throughput screen for small molecules that induce DNA re-replication in SW480 colon adenocarcinoma cells | SW480 DNA re-replication, Hoechst DNA content imaging, 48 h | Potency, µM (doses to about 46.1 µM), without a hit: top-dose re-replication activation, usual class: activators | 340,000 compounds, 1.8% hits; also: % of control where 0% means no effect; nearly all actives have a fitted effect of over 55% in size
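Hoechst fluorescence of nuclei (405 nm excitation, 500-530 nm emission) measured by plate-scanning imager after 48 hr compound exposure at 37 C; re-replication scored as increased number of nuclei with elevated intensity.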
HEK293 tox: qHTS of GLP-1 Receptor Inverse Agonists: Cytotox Screen; HEK293 cAMP-luciferase reporter cells, luminescence, 24 h; Potency, µM (top dose mostly 38.3 µM), for inactives: at the highest dose activity change, negative = inhibition, actives largely listed as inhibitors; 410,000 compounds, 0.13% hits; AID 624418, 2012;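 also: loss of luciferase light is scored as toxicity; % is scaled to controls: 0 for no effect and ±100 for the full control effect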
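A 23 nL compound transfer followed 12 hours of cell culture at 37 deg C; exposure then lasted 24 hr. Luciferase assay detection reagent was dispensed and plates read for luminescence after a 12 min room-temperature wait.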
KB-V1 cytotox: qHTS assay for MDR1-selective chemotherapeutics: Primary screen using the drug-selected MDR subline cells KB-V1; KB-V1 MDR cells viability, CellTiter-Glo, 72 h; 400,000 compounds, 3.4% hits; Potency, µM (highest dose often 46.1 µM), without a hit: at the top dose activity change, negative = cytotoxicity, hits mostly cytotoxic; also: % is scaled to controls: 0 for no effect and ±100 for the full control effect; nearly all actives have a fitted effect of over 60% in size
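Cells of the MDR subline KB-V1 are plated, dosed with compound at multiple concentrations, and incubated 72 h at 37 degrees C; CellTiter-Glo is then added and luminescence read after 10 min.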
TDP43 rescue: qHTS of TDP-43 Inhibitors; Potency, µM (top dose mostly 46.1 µM), without a hit: top-dose growth rescue (activation), hits mostly activators; AID 652104, 2013; 410,000 compounds, 1.8% hits; TDP-43 expressing yeast growth rescue, BacTiter-Glo, 24 h; also: % of control where 0% means no effect; nearly all actives have a fitted effect of over 50% in size
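Readout is BacTiter-Glo luminescence of cell growth, so inhibitors register as activators. TDP-43-expressing yeast at OD600=0.02 in galactose medium, after raffinose pregrowth to mid-log, were incubated with compound for 24 hr at 30 deg C.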
HT1080 IDH1KD tx: qHTS for induction of synthetic lethality in tumor cells producing 2HG: qHTS for the HT-1080-IDH1KD cell line | AID 686971, 2013 | Potency, µM (top dose mostly 46.1 µM), inactives show at the top dose activity, negative = toxicity, most hits filed as cytotoxic | HT-1080 IDH1 knockdown viability, ATP luminescence, 48 h | 360,000 compounds, 2% hits;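 also: 0% = DMSO wells and -100% = cell-free medium wells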
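Knockdown cells (IDH1KD HT-1080) received compounds 2 h after plating at 750 cells/well and were kept 48 h at 37 °C in 5% FBS RPMI. A CellTiter-Glo luminescence read gave % activity for curve fitting.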
GLP-1R inv ag: qHTS of GLP-1 Receptor Inverse Agonists (Inhibition Mode); 410,000 compounds, 1.6% hits; Potency, µM (highest dose often 38.3 µM), inactives show top-dose activity change, negative = inhibition, hits mostly inhibitors; HEK293 GLP-1R CRE-luciferase, luminescence, 24 h; GLP-1R form is constitutively active; Glucagon-like peptide 1 receptor (Homo sapiens), P43220; also: % is scaled to controls: 0 for no effect and ±100 for the full control effect; nearly all actives have a fitted effect of over 55% in size
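Cells are plated, allowed 12 hours at 37 deg C, then treated with compounds for 24 hr before luciferase detection reagent is added and luminescence is read after 12 min at room temperature. The HEK293 line carries constitutively active GLP-1R with a cAMP-responsive reporter.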
KB-3-1 tox: qHTS assay for MDR1-selective chemotherapeutics: Primary screen using the parental adenocarcinoma cell KB-3-1; Potency, µM (series often up to 46.1 µM), for the others: at the highest dose activity change, negative = cytotoxic, actives largely listed as cytotoxic; 400,000 compounds, 1.4% hits; AID 1347075, 2019; KB-3-1 viability, CellTiter-Glo ATP luminescence, 72 h; also: % is scaled to controls: 0 for no effect and ±100 for the full control effect; nearly all actives have a fitted effect of over 60% in size
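KB-3-1 cells, DMEM (no phenol red) + 10% FBS; compound by pin transfer, 72 h, 37 °C. Readout: CellTiter-Glo luminescence after 10 min. Data normalized, curve-fitted.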
An asterisk follows results filed as active; ? = inconclusive; / = not tested or not shown; [ ] = remark or other dose. Calls follow the shape of the dose curve; as a rule, active = well fitted curve in the direction sought with a large enough effect; inconclusive = small, poorly fitted or top-dose-only effect, or another doubt; inactive = no such curve, though single readings can be large; an effect the other way counts as inactive or inconclusive. Potency is read from the fitted curve at half-maximal effect.

SMILES	HT1080-NT tox	GLP1R ag	SW480 rerep	HEK293 tox	KB-V1 cytotox	TDP43 rescue	HT1080 IDH1KD tx	GLP-1R inv ag	KB-3-1 tox
COc1ccccc1N1CC(C(=O)Nc2ccc3c(c2)OCO3)CC1=O (configuration not stated)	-2.6%	1.2%	-1.4%	2.7%	6.2%	10.1%	10.9%	10.8%	6.9%
Cc1cc(NS(=O)(=O)c2ccc(OCCNS(C)(=O)=O)cc2)no1	1.3%	3.6%	10.7%	12.8%	4.8%	0.7%	-4.8%	65.8%[activator]	30.9%
NS(=O)(=O)c1ccc(CCNC(=O)C2CCCN2S(=O)(=O)c2cccc3nsnc23)cc1 (configuration not stated)	-1.1%	-4.0%	8.4%	-4.1%	?	-22.1%	-2.0%	0.6%	0.1%
C=CCNC(=O)C1(S(=O)(=O)c2ccccc2)CC=CC1	2.4%	2.1%	-10.9%	-1.6%	2.0%	-1.3%	4.3%	14.6%	-1.5%
O=C(c1cc(-c2ccc(Cl)c(Cl)c2)on1)N1CCCCC1	19.9%	1.0%	0.2%	-2.6%	14.6µM*	0.0%	9.8%	16.1%	0.2%
COC(=O)c1c(F)c(F)c(NCCO)c(F)c1F	2.7%	2.7%	12.8%	10.7%	6.1%	-6.4%	0.0%	3.5%	23.5%
O=C(NCc1ccc(F)cc1)c1cc(C2CCCCN2C(=O)c2ccccn2)on1 (configuration not stated)	?	7.0%	/	2.7%	5.0%	2.4%	23.9%	11.6%	0.0%
O=C(N/C(=C/c1ccccc1)C(=O)N1CCOCC1)c1ccc([N+](=O)[O-])cc1	9.4%	6.8%	?	-0.2%	-1.7%	-1.4%	7.2%	-3.9%	-16.3%
O=C(COc1ccc2c(-c3ccccc3)cc(=O)oc2c1)NC(Cc1c[nH]c2ccccc12)C(=O)O (configuration not stated)	1.3%	-2.4%	-8.0%	1.8%	?	-0.5%	-5.7%	-7.7%	18.9%
O=[N+]([O-])c1c(NCCO)cc(N2CCC3(CC2)OCCO3)c2nonc12	1.9%	3.5%	1.2%	-20.1%	-10.8%	5.3%	7.9%	28.5%	-3.0%
COc1ccc(NC(=O)COC(=O)c2ncc(Cl)c(Cl)c2Cl)c(OC)c1	0.0%	-1.5%	-65.4%[inhibitor]	-4.0%	3.7%	10.5%	14.4%	2.2%	-0.3%
CCN(C(=O)Cn1cc(C(=O)C(=O)N2CCOCC2)c2ccccc21)c1ccccc1	17.0%	-1.8%	-4.1%	3.0%	-4.0%	2.7%	1.0%	-11.7%	-2.5%
COc1cc(C2C(C(=O)Nc3ccc(C)cc3C)=C(C)Nc3nc4ccccc4n32)cc(OC)c1OC (configuration not stated)	/	-1.6%	/	0.4%	?	12.7%	/	7.8%	2.3%
CN=c1sc(C(=O)Nc2ccccc2)c(C)n1C	-0.9%	0.9%	-1.8%	5.5%	-16.3%	-1.3%	1.7%	4.9%	11.6%
O=C(Cc1ccccc1)Nc1cc([N+](=O)[O-])ccc1N1CCOCC1	-6.4%	-2.7%	-4.5%	5.6%[7.66 µM]	?	?	-4.4%	-0.1%[7.66 µM]	28.6%
Cc1ccc(/C(O)=C2\C(=O)C(=O)N(c3cc(C)on3)C2c2cccc(Br)c2)cc1 (configuration not stated)	10.6%	-6.6%	-6.9%	2.5%	-2.6%	-4.7%	15.3%	6.5%	21.5%
CCOc1ccc(C2C(C(N)=O)=C(C)Nc3nc(SCc4ccccc4F)nn32)cc1 (configuration not stated)	/	0.2%	/	-0.4%	?	8.0%	/	12.8%	0.1%
CC1(C(=O)NCc2ccccc2)CN(S(C)(=O)=O)CC(=O)N1Cc1ccc2c(c1)OCO2 (configuration not stated)	8.5%	/	/	-6.9%	2.9%	-1.4%	11.0%	11.2%	12.4%
Cc1cccc(C)c1NC(=O)CSCCO	-0.4%	-6.9%	-0.6%	-1.9%	3.0%	-13.5%	9.9%	1.6%	8.3%
COc1ccc(COc2ccccc2C(=O)NCc2ccccc2)cc1F	-1.8%	?	12.0%	-7.4%	14.6µM*	6.4%	-15.6%	?	-7.6%

Three entries already listed, ordered by count of non-hydrogen atoms, high to low:
SMILES	HT1080-NT tox	GLP1R ag	SW480 rerep	HEK293 tox	KB-V1 cytotox	TDP43 rescue	HT1080 IDH1KD tx	GLP-1R inv ag	KB-3-1 tox
COc1cc(C2C(C(=O)Nc3ccc(C)cc3C)=C(C)Nc3nc4ccccc4n32)cc(OC)c1OC (configuration not stated)	/	-1.6%	/	0.4%	?	12.7%	/	7.8%	2.3%
O=C(NCc1ccc(F)cc1)c1cc(C2CCCCN2C(=O)c2ccccn2)on1 (configuration not stated)	?	7.0%	/	2.7%	5.0%	2.4%	23.9%	11.6%	0.0%
CN=c1sc(C(=O)Nc2ccccc2)c(C)n1C	-0.9%	0.9%	-1.8%	5.5%	-16.3%	-1.3%	1.7%	4.9%	11.6%

Further structures
SMILES	HT1080-NT tox	GLP1R ag	SW480 rerep	HEK293 tox	KB-V1 cytotox	TDP43 rescue	HT1080 IDH1KD tx	GLP-1R inv ag	KB-3-1 tox
Cc1cc(NC(=O)CSCC(=O)Nc2cc(C(F)(F)F)ccc2N2CCCC2)no1	1.7%	-6.6%	-3.4%	15.5%	?	20.0%	3.0%	7.1%	0.0%
CC(=O)Nc1ccc(S(=O)(=O)NCCSCc2ccco2)cc1	-2.8%	4.8%	-3.5%	-12.4%	0.0%	-13.2%	6.9%	3.8%	-8.7%
COc1ccccc1OCCSc1nc(N)cc(N)n1	-4.3%	17.0%	-1.4%	-4.6%	6.5%	12.7%	5.6%	30.0%[activator]	16.2%
CCS(=O)(=O)N1CCN(C2Cc3ccccc3C2)CC1	10.8%	-7.3%	-2.7%	9.5%	1.3%	-3.9%	4.6%	-7.1%	-1.6%
O=C(NCCCN1CCCC1=O)C1CCN(S(=O)(=O)c2cccc(Cl)c2Cl)CC1	-0.7%[9.24 µM]	4.4%	-18.1%	-3.0%	0.0%	4.2%	-1.1%	-12.7%	9.1%
O=C(O)CSCC(=O)Nc1ccc(C2CCCCC2)cc1	-0.9%	-6.7%	3.6%	22.0%	-11.2%	2.7%	-14.2%	?	-16.3%
CC(=O)c1nn(-c2cccc(C)c2)cc1C(=O)c1cccc(Br)c1	-1.4%	9.0%	4.3%	-0.3%	25.1%	7.7%	-3.8%	-11.3%	?
O=C1c2ccccc2C(O)N1Cc1ccccc1 (configuration not stated)	-3.0%	17.2%	-1.2%	6.1%	8.5%	-13.5%	6.3%	-19.2%	12.3%
Cc1ccc(Cn2nc(C)c3cc(C(=O)OCC(N)=O)sc32)cc1	-18.8%	1.0%	-2.6%	-4.8%	17.4%	1.0%	-23.3%	27.4%	2.6%
CCc1ccc(C(O)c2ncc(-c3ccccc3Cl)[nH]2)cc1 (configuration not stated)	-7.1%	-3.2%	/	-5.3%	4.1%	23.6%	-3.9%	0.1%	0.0%
Cn1cccc1Cc1nnc(SCC(=O)N2CCCC2)n1CCc1ccccc1	8.8%	1.2%	?	2.0%	-7.5%	12.5%	-3.7%	6.4%	-3.7%
Nc1cccnc1Oc1ccc(F)cc1F	0.3%	-3.0%	-4.8%	12.0%	25.7%	12.0%	7.4%	12.0%	-10.0%
CC1=C(C(=O)Nc2cccc(C(=O)NC3CCCCC3C)c2)SCCO1 (configuration not stated)	19.0%	10.9%	-14.6%	-10.8%	-11.6%	19.3%	-1.4%	?	0.7%
C[C@@H]1CCCCO[C@H](CN(C)C(=O)Nc2cccc3ccccc23)[C@@H](C)CN([C@H](C)CO)C(=O)c2cc(N(C)C)ccc2O1	-1.1%	-0.5%	/	1.7%	?	0.0%	2.2%	15.3%	-2.1%
CCOC(=O)C1(Cc2ccccc2)CCCCCC1=O (configuration not stated)	8.6%	7.0%	1.0%	1.1%	-18.5%	-0.7%	8.3%	?	1.5%
CC(=NNC(=O)c1ccncc1)c1ccccc1Cl	3.2%	5.4%	-2.7%	-8.6%	3.0%	-2.8%	-1.7%	7.9%	-5.1%
[O-]/C(=C(\C(=S)Nc1cccc2ccccc12)[n+]1ccccc1)c1ccc(Cl)s1	-2.9%	-1.6%	-1.1%	?	-0.5%	5.4%	-6.7%	?	-0.8%
Cc1cc(C)cc(OCc2cc(=O)n3c(-c4ccccc4)csc3n2)c1	/	-1.1%	/	1.5%	?	19.3%	/	14.2%	2.1%
C=CCNC(=O)C(=O)N/N=C/c1ccco1	14.2%	2.5%	-5.0%	-3.1%	4.9%	19.3%	24.7%	0.7%	11.4%
Cn1cc(/C=C(\C#N)C(=O)Nc2ccccc2O)c2ccccc21	-19.0%	8.5%	-0.3%	-16.8%	0.0%	?	-27.0%	?	-25.4%
COc1cc(OC)cc(C(=O)N[C@H](C(=O)Nc2nc(-c3cc(OC)ccc3OC)cs2)C(C)C)c1	-6.7%	11.6%	26.9%	9.5%	-7.4%	17.8%	-13.4%	?	16.6%
COC(=O)CSc1nc2ccccc2o1	4.9%	-0.5%	1.9%	8.9%	1.0%	-8.4%	5.1%[9.24 µM]	5.2%	-1.7%
CCC(CO)Nc1ccn2nc(-c3cc(OC)c(OC)c(OC)c3)cc2n1 (configuration not stated)	-16.1%	8.8%	/	2.8%	-1.0%	16.4%	-17.2%	9.8%	-0.1%

Some entries already given, limited to KB-V1 cytotox and HT1080-NT tox.
SMILES | KB-V1 cytotox | HT1080-NT tox
[O-]/C(=C(\C(=S)Nc1cccc2ccccc12)[n+]1ccccc1)c1ccc(Cl)s1 | -0.5% | -2.9%
C=CCNC(=O)C(=O)N/N=C/c1ccco1 | 4.9% | 14.2%
Cn1cc(/C=C(\C#N)C(=O)Nc2ccccc2O)c2ccccc21 | 0.0% | -19.0%
O=C(NCCCN1CCCC1=O)C1CCN(S(=O)(=O)c2cccc(Cl)c2Cl)CC1 | 0.0% | -0.7%[9.24 µM]
